Assay outcomes (PubChem BioAssay)
POLH inh: inhibitors of human DNA polymerase eta | Q9Y253 | recombinant Pol eta, fluorescent DNA replication assay | Potency, µM (titrated, usually from 114 µM), for the others: at the top dose activity change, negative = inhibition, usual class: inhibitors | 390,000 compounds, 1.2% hits; also: % is scaled to controls: 0 for no effect and ±100 for the full control effect
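Pol eta (10 nM) was preincubated with compounds for 15 min at room temperature, after which fluorescent replication substrate (50 nM final) was added to start the reaction. Fluorescence was read kinetically at 0 and 10 min.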
Pol beta inh: DNA polymerase beta (human) inhibition; Potency, µM (doses to about 114 µM), without a hit: top-dose activity change, negative = inhibition, usual class: inhibitors; Pol beta primer extension/strand displacement, fluorescence kinetic; 340,000 compounds, 1.3% hits; P06746; also: % is scaled to controls: 0 for no effect and ±100 for the full control effect
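Preincubation: enzyme (10 nM) with compound, 15 min, RT. Reaction: substrate added to 50 nM final. Reads: 0 and 10 min. Analysis: normalized, Hill fit.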
BLM helicase inh: blocks DNA unwinding by human BLM helicase; recombinant BLM DNA unwinding, fluorescence dequenching; Potency, µM (doses to about 56.1 µM), for the others: at the highest dose activity change, negative = inhibition, hits mostly inhibitors; 350,000 compounds, 0.2% hits; AID 2528;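 also: plate controls were vehicle for no effect and no enzyme for full effect; nearly all actives have a fitted effect of over 35% in size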
Apoferritin bind: binds horse apoferritin like a general anesthetic; P02791; apoferritin/1-aminoanthracene competitive binding, fluorescence; Potency, µM (series often up to 77.5 µM), without a hit: at the highest dose activity change, negative = displacement, actives largely listed as inhibitors; 350,000 compounds, 0.074% hits; AID 485281; also: % is scaled to controls: 0 for no effect and ±100 for the full control effect; nearly all actives have a fitted effect of over 20% in size
Target sequence (P02791 2-175 limits assumed): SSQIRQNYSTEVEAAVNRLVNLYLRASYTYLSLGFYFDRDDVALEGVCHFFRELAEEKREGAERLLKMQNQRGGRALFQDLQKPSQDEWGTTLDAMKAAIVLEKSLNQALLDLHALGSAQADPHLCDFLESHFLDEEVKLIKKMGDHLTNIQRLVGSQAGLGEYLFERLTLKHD
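Apoferritin-based anesthetic binding model; compound displacement of fluorescent 1-AMA measured as endpoint fluorescence after 10 minutes at room temperature, scaled to free-ligand and complex controls.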
G9a inh: blocks human histone lysine methyltransferase G9a; G9a H3K9 monomethylation, AlphaScreen, 2 h; 350,000 compounds, 8.8% hits; AID 504332; Potency, µM (doses to about 102 µM), inactives show at the highest dose activity, negative = inhibition, usual class: inhibitors; also: % is scaled to controls: 0 for no effect and ±100 for the full control effect; nearly all actives have a fitted effect of over 75% in size
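Methyltransferase reactions run at room temperature for 2 h (20 nM enzyme, 500 nM biotin-H3K9 peptide, 20 uM SAM) after a 15 min compound preincubation; product detected by AlphaScreen beads and anti-H3K9me1 antibody.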
BAZ2B inh: BAZ2B (human) inhibition; Q9UIF8; AlphaScreen BAZ2B-H3K14Ac peptide displacement; Potency, µM (titrated, usually from 114 µM), for the others: at the highest dose activity change, negative = inhibition, usual class: inhibitors; 360,000 compounds, 4.4% hits; also: % is scaled to controls: 0 for no effect and ±100 for the full control effect; nearly all actives have a fitted effect of over 60% in size
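In this displacement format the biotinylated H3(5-23) peptide acetylated at Lys14 serves as ligand at 50 nM, with BAZ2B at 50 nM in PBS pH 7.4 containing 0.01% Tween-20. Donor and acceptor beads are 10 ug/mL final.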
APEX1 inh: blocks human APE1 abasic DNA cleavage | P27695 | recombinant APE1, TAMRA/BHQ-2 abasic DNA cleavage fluorescence | Potency, µM (series often up to 65.8 µM), inactives show top-dose activity change, negative = inhibition, usual class: inhibitors | 350,000 compounds, 0.35% hits | AID 2517;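 also: plate controls were vehicle for no effect and reference inhibitor for full effect; nearly all actives have a fitted effect of over 55% in size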
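Measures dequenching upon AP-site incision of a 5'-TAMRA/3'-BHQ-2 THF-containing duplex, 50 nM; human APE1 0.75 nM after 15 min room-temperature exposure to compound; kinetic three-point read at one-minute spacing.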
POLI inh: DNA polymerase iota (human) inhibition. Q9UNA4. Pol iota fluorescent replication assay, 10 min. Potency, µM (top dose mostly 115 µM), for inactives: at the highest dose activity, negative = inhibition, hits mostly inhibitors. 390,000 compounds, 1% hits
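Fluorescent replication assay read twice, at 0 min and 10 min after adding 50 nM (final) substrate. Enzyme (10 nM) and compounds were first incubated 15 min at room temperature; enzyme-free buffer wells were negative controls.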
Pol kappa inh: inhibitors of human DNA polymerase kappa | Q9UBT6 | purified Pol kappa, fluorescent DNA synthesis assay, 10 min | Potency, µM (titrated, usually from 107 µM), for inactives: at the top dose activity, negative = inhibition, most hits filed as inhibitors | 400,000 compounds, 0.53% hits; also: % is scaled to controls: 0 for no effect and ±100 for the full control effect
Target sequence (Q9UBT6 whole entry, looked up): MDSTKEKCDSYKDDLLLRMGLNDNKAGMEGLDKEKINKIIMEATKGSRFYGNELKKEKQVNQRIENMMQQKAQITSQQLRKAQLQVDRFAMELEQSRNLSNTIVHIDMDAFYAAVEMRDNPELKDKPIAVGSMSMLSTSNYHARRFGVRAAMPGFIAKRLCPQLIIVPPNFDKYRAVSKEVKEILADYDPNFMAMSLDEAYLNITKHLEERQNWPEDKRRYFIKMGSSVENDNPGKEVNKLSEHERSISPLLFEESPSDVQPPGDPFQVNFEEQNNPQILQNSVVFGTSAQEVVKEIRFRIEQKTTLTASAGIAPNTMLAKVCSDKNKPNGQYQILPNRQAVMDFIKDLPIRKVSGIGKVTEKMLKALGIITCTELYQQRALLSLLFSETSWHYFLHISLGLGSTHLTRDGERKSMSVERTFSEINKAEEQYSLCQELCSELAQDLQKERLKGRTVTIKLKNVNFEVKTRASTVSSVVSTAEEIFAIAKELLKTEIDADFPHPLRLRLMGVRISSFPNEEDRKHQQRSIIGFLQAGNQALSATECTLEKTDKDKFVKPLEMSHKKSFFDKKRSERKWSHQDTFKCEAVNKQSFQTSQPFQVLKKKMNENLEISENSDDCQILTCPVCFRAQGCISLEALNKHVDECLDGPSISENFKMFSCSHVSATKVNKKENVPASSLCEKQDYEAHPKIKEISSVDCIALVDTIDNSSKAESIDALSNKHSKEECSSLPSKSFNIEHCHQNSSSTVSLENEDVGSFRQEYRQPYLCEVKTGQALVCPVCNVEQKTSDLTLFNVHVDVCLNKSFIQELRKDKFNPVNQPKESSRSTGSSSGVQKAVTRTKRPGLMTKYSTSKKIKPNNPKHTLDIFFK
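Inhibition of 10 nM Pol kappa is measured by a fluorescent read-out at 0 and 10 min following addition of 50 nM substrate (final), with a 15-min room-temperature compound preincubation.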
* = called active by the depositor; ? = inconclusive; . = not tested or not shown; & = joins results of further samples; [ ] = another dose, or the depositor's remark. Calls follow the shape of the dose curve; as a rule, active = well fitted curve in the direction sought with a large enough effect; inconclusive = small, poorly fitted or top-dose-only effect, or another doubt; inactive = no such curve, though single readings can be large; an effect the other way counts as inactive or inconclusive. Potency is read from the fitted curve at half-maximal effect. Not all compounds are listed; rates above refer to the full screens.

SMILES	POLH inh	Pol beta inh	BLM helicase inh	Apoferritin bind	G9a inh	BAZ2B inh	APEX1 inh	POLI inh	Pol kappa inh
COc1ccc(-n2c(SCC3CNC(=O)O3)nnc2-c2ccc(Cl)cc2)cc1 (stereo unspecified)	-18%	92%	-1%	-4%	-12%[59 µM]	-6%	1%	17%	-2%
O=C(O)CCN1C(=O)CC2(CCCCC2)C1=O	-2%	23%	-1%	1%	8%[12.7 µM]	-2%	15%	-5%	-10%
O=C(NNS(=O)(=O)c1ccc(Br)cc1)NC1CCCCC1	-16%	-13%	-10%	7%	20%	-23%	10%	-7%	-6%
COC(=O)c1cc(C#N)c(Oc2ccc(F)cc2)nc1C	-19%	-7%	-2%	-19%	-1%[59 µM]	6%	?	-13%	-9%
O=C(CNC(=O)C1COc2ccccc2O1)N/N=C/c1cc(Br)c(O)c(Br)c1 (stereo unspecified)	-7%	?	-2%	-15%	89µM*	-26%	8%	-4%	-8%
COCc1cc(C)nc(N2CCN(c3ccccc3)CC2)c1C#N	-19%	-23%	-6%	3%	0%[12.7 µM]	18%	-11%	5%	-4%
Cc1cc(C)n(CCOc2nonc2N)n1	-10%	23%	-1%	-5%	0%[59 µM]	?	-4%	18%	-4%
CC(C)NCc1nnc(-c2ccc(Cl)cc2)o1	-6%	-17%	3%	-1%	-5%	-6%	12%	-2%	-6%
O=C(CCC(=O)N1CCOc2ccccc21)N1CCN(c2ccccc2)CC1	-19%	2%	0%	-14%	-5%	3%	38%[activator]	-13%	-10%
CC1(C)Cc2c(sc3nc(NCCN4CCOCC4)n4ncnc4c23)CO1	-17%	3%	-8%	-8%	20%[59 µM]	1%	-1%	-16%	-3%

G9a inh, what is marked active above.
SMILES	POLH inh	BLM helicase inh	Apoferritin bind	G9a inh	BAZ2B inh	APEX1 inh	POLI inh	Pol kappa inh
O=C(CNC(=O)C1COc2ccccc2O1)N/N=C/c1cc(Br)c(O)c(Br)c1 (stereo unspecified)	-7%	-2%	-15%	89µM*	-26%	8%	-4%	-8%

(continued)
SMILES	POLH inh	Pol beta inh	BLM helicase inh	Apoferritin bind	G9a inh	BAZ2B inh	APEX1 inh	POLI inh	Pol kappa inh
CC(C)C(=O)Nc1cccnc1	0%	12%	1%	0%	12%[59 µM]	-1%	-2%	-18%	-4%
O=C(O)c1ccc(S(=O)(=O)N(Cl)Cl)cc1	.	.	-11%	6%	-11%[2.33 µM]	.	3%&14%	.	2%[19.4 µM]
O=C(Nc1ccc(Cl)cc1)Nn1cnc2ccccc2c1=O	-19%	-4%	3%	-11%	15%	1%	23%	57%[activator]	-9%
CC(C)C[C@H](NC(=O)c1nc[nH]c1C(=O)N1CCC(C)CC1)C(=O)OCc1ccccc1	-11%	-8%	-9%	5%	11%[12.7 µM]	?	13%	11%	9%
COCC(=O)Nc1nc(-c2ccc(-c3ccccc3)cc2)cs1	0%	6%	2%	-24%	?	-14%	20%	-7%	-10%
Cn1c(N)c(C(=O)COC(=O)c2cccc(S(=O)(=O)N3CCOCC3)c2)c(=O)n(C)c1=O	?	.	.	.	.	.	-36%	11%	-7%
N#Cc1c(NC(=O)CCC(=O)O)sc2c1CCCCC2	?	-10%	-11%	-11%	45µM*	?	?	?	-13%
O=C(NCCc1c[nH]c2ccccc12)C(=O)NCC1OCCCN1S(=O)(=O)c1cccs1 (stereo unspecified)	-22%	25%	-12%	-7%	-37%	-20%	-1%	27%	-2%
Cc1ccc(N/C(N)=N/c2nc(C)cc(N3CCCCC3)n2)c(C)c1	-4%	32%[activator]	-2%	-12%	-2%	?	23%	61%[activator]	?
COC(=O)c1cccc(NC(=O)C23CC4CC(C2)CC(n2cncn2)(C4)C3)c1	-2%	-20%	-4%	0%	?	1%	6%	27%	8%
CCn1c(SCC(=O)N2CCC(C)CC2)nc2c(c1=O)SC(C)C2 (stereo unspecified)	4%	20%	-1%	-4%	.	-7%	8%	-9%	7%
Nc1ccc(C(=O)OCC(=O)Nc2cc([N+](=O)[O-])ccc2F)cc1	-2%	52%	-11%	1%	11%[59 µM]	-7%	12%	-21%	-4%
CN(C)C(=O)c1ccc(-c2ccc3ncnc(NCc4cccnc4)c3c2)cc1	.	.	-3%	-6%	.	.	-1%	.	5%[60.1 µM]
COc1ccccc1-c1nc2s/c(=C\c3cccs3)c(=O)n2n1	-6%	?	-8%	-3%	2.8µM*	-33%	-7%	?	-13%
COc1ccc(N(CC(=O)N/N=C/c2ccc(-c3ccc([N+](=O)[O-])cc3)o2)S(=O)(=O)c2ccc(C)cc2)cc1Cl	-5%	0%	-5%	-8%	-5%[12.7 µM]	-8%	?	19%	1%
O=C(COC(=O)Cn1cnc2ccccc2c1=O)Nc1ccc(Cl)cc1	-13%	0%[57.1 µM]	-1%	?	?	-3%	13%	12%	9%
Cc1ccccc1-c1ccc(=O)n(CC(=O)Nc2ccc(C(=O)N3CCCC3)cc2)n1	9%	-2%	-2%	-2%	-8%[59 µM]	-2%	-3%	25%	-13%
CC(C)C(=O)Nc1c2c(nc3c1CCC3)CCCC2	0%	16%	0%	-7%	7%	0%	3%	5%	-4%
O=C(Cn1c(=O)nc(-c2ccccc2)c2ccccc21)NCCc1ccc(Cl)cc1	-15%	1%	1%	-6%	18%[59 µM]	-1%	.	-10%	-2%[60.1 µM]
CCOC(=O)c1cccc(NC(=O)c2ccc3snnc3c2)c1	-10%	23%	0%	-15%	1%[59 µM]	-23%	.	5%	1%
COCCOC(=O)C1=C(C)NC(=O)NC1C1CC=CCC1 (stereo unspecified)	5%	29%	-1%	-7%	-6%	1%	-2%	5%	-5%[60.1 µM]
COc1cc([N+](=O)[O-])ccc1-c1ccc(/C=N/NC(=O)OC(C)(C)C)o1	-8%	20%	-5%	1%	?	-4%	-1%	38%[activator]	6%
CCOC(=O)c1cnn(-c2ccccc2)c1NC(=O)CCl	-1%	6%	1%	7%	22%[59 µM]	13%	13%	8%	-3%
Cc1cc(NS(=O)(=O)c2ccc(NC(=S)NC(=O)/C=C/c3ccccc3)cc2)no1	?	1%	-8%	5%	?	-12%	27%	?	-1%
CC1CCC/C(=N\NC(=O)c2ccncc2)C1 (stereo unspecified)	-12%	2%	1%	-9%	-8%[59 µM]	-2%	2%	-16%	-2%
Cc1ccc(-n2ncc3c(N4CCN(C)CC4)ncnc32)cc1Cl	-13%	-10%	1%	-2%	-4%[59 µM]	-1%	.	3%	-9%[60.1 µM]
COc1ccccc1CNc1ccc(C(=O)O)cc1	-7%	0%	-1%	-7%	-11%	7%	6%	28%	-2%
O=C(Nc1ccccc1)C(=O)c1cn(CC(=O)N2CCCCC2)c2ccccc12	-14%	18%	-8%	-1%	-1%[59 µM]	-38%	3%	150%[activator]	-2%
O=C(CCN1C(=O)COc2ccccc21)NCCN1CCOCC1	-5%	21%	0%	-5%	11%[12.7 µM]	6%	-2%	18%	-2%
Cc1cc(OCC(=O)O/N=C(\N)Cc2cccs2)ccc1Br	-19%	-1%	-6%	4%	356%[activator]	182%[activator]	-7%	-18%	-4%
CC(C)c1ccc(N(CC(=O)NCc2ccc(F)cc2)C(=O)c2snc(C(N)=O)c2N)cc1	2%	-8%	-5%	448%[activator]	-5%	2%	42%	?	-9%
CCc1ccc(OCC(=O)NCC(c2ccc(Cl)cc2)N2CCCCC2)cc1 (stereo unspecified)	-6%	10%	-6%	-14%	16%	-9%[57.1 µM]	-1%	7%	-6%
COc1ccccc1CNC(=O)COC(=O)c1cc(C)nc2ccccc12	-11%	.	.	.	.	.	6%	17%	-7%
CCN(CC)C(=O)CSc1ccc(C(F)(F)F)cc1[N+](=O)[O-]	-17%	-9%	0%	-9%	13%[59 µM]	-7%	0%	0%	-4%
CN(C)c1ccc(/C=N/Nc2ccc(-n3ccnc3)nn2)cc1	?	?	-8%	-21%	?	18µM*	0%	-10%	-12%
CC/C(C)=N/Nc1nc2c(c(=O)[nH]c(=O)n2C)n1CCc1ccccc1	-7%	-17%	1%	-18%	56µM*	-19%	-1%	59%[activator]	-6%
Cc1ccc(NC(=O)CSc2nc3c([nH]c4ccccc43)c(=O)n2C)cc1	-9%	11%	5%	-4%	-16%	-19%	-2%	21%	4%
COc1ccccc1/C=C1\SC(=S)N(C(C(=O)O)c2ccccc2)C1=O (stereo unspecified)	-18%	-23%	3%	7%	?	-36%	-4%	14%	-5%
O=C(Nc1nonc1NC(=O)C1CCCCC1)C1CCCCC1	-7%	-4%	-4%	-19%	-27%[59 µM]	-4%	2%	-6%	3%
COc1cc(Cl)c(C)cc1NC(=O)CCc1c(C)nc2cc(-c3cccc(F)c3)nn2c1C	2%	?	-3%	-6%	3%[59 µM]	-15%	.	-14%	-18%
CCN1CCN(c2ccc(NC(=O)COc3ccccc3Cl)cc2)CC1	9%	28%	2%	-14%	-26%	-2%	14%	5%	-9%
COc1ccc(OC)c(NC(=O)c2cccc(NC(=O)c3ccccc3)c2)c1	-15%	-1%	-4%	-16%	-36%	-31%	8%	-15%	-8%
CCOc1cccc2cc(-c3cn4c(n3)sc3ccccc34)c(=O)oc12	0%	-12%	-3%	7%	15%[59 µM]	1%	.	-5%	0%[60.1 µM]
COc1ccc(N2CCN(C(c3ccco3)c3sc4nc(C)nn4c3O)CC2)cc1 (stereo unspecified)	-2%	-28%	-4%	-3%	45µM*	?	0%	-14%	-6%
CN(C)c1ccc(CN(Cc2ccco2)C(=O)c2ccc(C(C)(C)C)cc2)cc1	.	19%	-11%	60%[activator]	11µM*	11µM*	.	8%	6%
CN(C)S(=O)(=O)c1cccc(NC(=S)NNC(=O)c2cc3ccccc3cc2O)c1	-15%	.	.	.	?	?	-27%	32%[activator]	-12%

Part of the list above, set out differently.
Molecule | POLH inh | Pol beta inh | BLM helicase inh | Apoferritin bind | G9a inh | BAZ2B inh | APEX1 inh | POLI inh | Pol kappa inh
COc1ccc(-n2c(SCC3CNC(=O)O3)nnc2-c2ccc(Cl)cc2)cc1 (stereo unspecified) | -18% | 92% | -1% | -4% | -12%[59 µM] | -6% | 1% | 17% | -2%
CN(C)c1ccc(/C=N/Nc2ccc(-n3ccnc3)nn2)cc1 | ? | ? | -8% | -21% | ? | 18µM* | 0% | -10% | -12%
